GIRK2 activator: activators of NPY4-receptor-primed GIRK2 channels, summary, cell-based, HEK293, thallium flux; 34,000 tested, under 10 active; activation (% efficacy), % for hits at 37.5 µM; G protein-activated inward rectifier potassium channel 2 (Homo sapiens), P48051; AID 1259324, 2017; HEK293 GIRK2/NPY4 cells, thallium flux fluorescence;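 active means primary screen hit, no activity in plain HEK293 cells, and in GIRK2-only cells above 5% efficacy rising with concentration; inactive means the rest, including fluorescent compounds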;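 further: efficacy is normalized control-subtracted fluorescence 15 s after thallium addition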
Target sequence (P48051 whole entry, looked up): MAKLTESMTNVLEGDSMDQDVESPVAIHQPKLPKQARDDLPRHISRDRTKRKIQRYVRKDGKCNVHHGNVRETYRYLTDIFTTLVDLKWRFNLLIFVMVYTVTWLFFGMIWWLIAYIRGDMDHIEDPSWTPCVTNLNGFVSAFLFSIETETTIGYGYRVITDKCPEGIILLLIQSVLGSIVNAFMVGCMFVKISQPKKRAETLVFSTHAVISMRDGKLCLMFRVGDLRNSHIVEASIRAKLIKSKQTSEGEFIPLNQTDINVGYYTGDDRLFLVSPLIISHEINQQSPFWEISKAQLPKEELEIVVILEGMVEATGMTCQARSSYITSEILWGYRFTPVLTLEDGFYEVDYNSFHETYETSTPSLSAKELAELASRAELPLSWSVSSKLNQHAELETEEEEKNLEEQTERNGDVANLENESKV
Calls only; i = inactive. This is a subset; count on the stated rates, not on these rows.

SMILES	GIRK2 activator
CC1C(=O)N2CCCc3cc(S(=O)(=O)Nc4ccccc4C(N)=O)cc1c32 (configuration not stated)	i
Cn1c(C(F)(F)F)nn(CCNC(=O)/C=C/c2ccco2)c1=O	i
CC(C)S(=O)(=O)c1ccc(C(=O)Nc2ccc3c(c2)C(=O)N(C)C3=O)cc1	i
CS(=O)(=O)c1ccccc1NC(=O)CS(=O)(=O)Cc1ccccc1	i
COc1ccc(C(=O)Nc2ccc3c(c2)CCC(=O)N3CC(C)C)c(OC)c1OC	i
O=C(Nc1ccc(N2CCCS2(=O)=O)cc1)NC1CCCCC1	i
CC(C)c1ccc(NC(=O)CSc2nc3c(c(=O)[nH]2)CN(Cc2ccc(F)cc2)CC3)cc1	i
CCNC(=O)C1Cc2ccccc2N1C(=O)c1cccs1 (configuration not stated)	i
COc1ccccc1Cc1noc(C2CN(C(=O)c3cc(C)cs3)C2)n1	i
O=C(Nc1ccccc1NC(=O)c1ccccn1)Nc1c(F)cccc1F	i
COc1cccc(-c2nnc3ccc(OCCNC(=O)c4cccc(OC)c4OC)nn23)c1	i
Cc1ccccc1Nc1nnc(CC(=O)N2CCCCC2)s1	i
COc1ccc2c(c1)CCN(C(=O)c1csc(-c3cnccn3)n1)C2	i
COCCNC(=O)Cn1nc2c(c1NC(=O)c1ccc(Cl)cc1)CSC2	i
COc1ccc(S(=O)(=O)Nc2ccc3c(c2)N(C(=O)c2cccs2)CC3)cc1F	i
O=C(COc1ccc(Cl)cc1)N1CCC(c2nnc(-c3ccc(F)cc3)o2)CC1	i
CC(=O)NCCc1nc2ccccc2n1CCCOc1cc(C)ccc1C(C)C	i
CCOC(=O)c1ccc(NC(=O)Cn2nc(C(=O)Nc3ccccc3)ccc2=O)cc1	i
O=C(NCC(c1cccs1)N1CCOCC1)C1CCCCC1 (configuration not stated)	i
COCCN1CCC(CNC(=O)COc2ccccc2C)CC1	i
COCc1cc(=O)[nH]c2cc(NC(=O)c3cccn(C)c3=O)ccc12	i
CCOC(=O)c1ccc(Nc2ncnc3c2nnn3C)cc1	i
CNC(=O)CSc1nc(-c2ccccc2)c(NC(=O)c2c(OC)cccc2OC)s1	i
CC(=O)Nc1ccc(NC(=O)CN2CCN(c3nccn3C)CC2)cc1	i
COc1cc(Cl)c(C)cc1NC(=O)CCc1sc(C)nc1-c1cccs1	i

A stretch taken from the entries so far:
SMILES	GIRK2 activator
CC1C(=O)N2CCCc3cc(S(=O)(=O)Nc4ccccc4C(N)=O)cc1c32 (configuration not stated)	i
Cn1c(C(F)(F)F)nn(CCNC(=O)/C=C/c2ccco2)c1=O	i

(more compounds)
SMILES	GIRK2 activator
O=c1c2nccnc2n(Cc2ccccc2Cl)c(=O)n1Cc1ccc(F)cc1	i
COC(=O)Nc1ccc2c(c1)CCCN2C(=O)c1cccs1	i
Cc1ccc(S(=O)(=O)N2CCCC(C(=O)Nc3cc(C)nn3C)C2)cc1 (configuration not stated)	i
COc1ccc(S(=O)(=O)N2CCC(C(=O)Nc3ccc4c(c3)OCO4)CC2)cc1	i
O=C(Cc1csc(NC(=O)c2ccco2)n1)NCc1nc(-c2ccccc2)no1	i
O=S(=O)(Cc1cccc(F)c1)NCC1(O)CCOCC1	i
CS(=O)(=O)N1CCCc2ccc(NC(=O)C(=O)NCCc3ccc(Cl)cc3)cc21	i
CCOc1ccc(S(=O)(=O)NCCC(C)C)c2cccnc12	i
COc1ccc(C(=O)NCCn2nc(-n3nc(C)cc3C)ccc2=O)c(OC)c1	i
CCOCCCNC(=O)C(=O)Nc1ccccc1SC	i
CCSc1nnc(NC(=O)Cn2c(-c3cnccn3)nc3ccccc32)s1	i
CC(C)c1ccc(OCC(=O)N(Cc2ccccn2)Cc2ccco2)cc1	i
O=C(NCCN1CCN(c2ccc(Cl)cc2)CC1)C1(c2ccccc2)CCOCC1	i
Cc1ccc(NC(=O)CCN2C(=O)c3ccccc3S2(=O)=O)cc1	i
CCCOc1cn(-c2ccc(F)cc2)nc1C(=O)NCCc1ccccc1	i
COc1ccc2nc(-c3ccc(NS(=O)(=O)c4cccs4)cc3)cn2n1	i
O=C(NCC(O)C1CCCCC1)Nc1cccc(C(F)(F)F)c1 (configuration not stated)	i
CCCOc1ccc(C2C(C(=O)c3ccco3)=C(O)C(=O)N2CCCN(C)C)cc1OC (configuration not stated)	i
O=C(Nc1nncs1)c1ccc(S(=O)(=O)NC2CC2)cc1	i
Cc1nnc2ccc(OCCNS(=O)(=O)c3ccc(-c4ccccc4)cc3)nn12	i
CCOc1ccc(NC(=O)Cn2ncc3c(c2=O)N(C2CC2)C(=O)CS3)cc1	i
CC(C)Cn1c(=O)oc2ccc(Cl)cc21	i
CC1CCC(C(=O)NC(C(=O)N2CCN(c3ccccn3)CC2)C(C)C)CC1 (configuration not stated)	i
Nc1c(C(=O)Nc2ccc(Cl)cc2Cl)nnn1-c1ccc(F)cc1	i
COCC(C)NC(=O)C(=O)Nc1ccccc1SC (configuration not stated)	i

Arranged by heavy-atom count (falling): 5 of the compounds above
SMILES	GIRK2 activator
CCSc1nnc(NC(=O)Cn2c(-c3cnccn3)nc3ccccc32)s1	i
Cc1ccc(S(=O)(=O)N2CCCC(C(=O)Nc3cc(C)nn3C)C2)cc1 (configuration not stated)	i
O=C(NCC(O)C1CCCCC1)Nc1cccc(C(F)(F)F)c1 (configuration not stated)	i
COC(=O)Nc1ccc2c(c1)CCCN2C(=O)c1cccs1	i
COCC(C)NC(=O)C(=O)Nc1ccccc1SC (configuration not stated)	i

(listing goes on)
SMILES	GIRK2 activator
O=S(=O)(NC1(c2nc(-c3ccsc3)no2)CCCCC1)c1ccccc1	i
Cc1cc(C(=O)N(Cc2ccsc2)C2CC2)c(C)o1	i
N#Cc1ccc(Cl)cc1NC(=O)C(=O)NCC(O)C1CCCCC1 (configuration not stated)	i
CN(C)S(=O)(=O)c1ccc(C(=O)Nc2ccc(-n3nnn(CC(N)=O)c3=O)cc2)cc1	i
CC1C(=O)NCCN1C(=O)c1cc2ccccc2oc1=O (configuration not stated)	i
Cc1ccc(CNC(=O)Cn2ccc3ccn(Cc4cccc(C)c4)c3c2=O)cc1	i
CCCOc1cccc(C(=O)Nc2nonc2CC)c1	i
COc1ccc(C)c2sc(N(CCN(C)C)C(=O)c3cc(C)no3)nc12	i
COc1cccc(C(=O)CSc2ccc(NC(=O)c3cccs3)nn2)c1	i
COCCNC(=O)Cn1nc2c(c1NC(=O)c1ccc(OC)cc1OC)CSC2	i
O=c1cc(-c2ccc(F)cc2)ncn1Cc1ccc(Cl)cc1Cl	i
O=C(CCn1ccc(=O)[nH]c1=O)N1CCN(c2ccc(-c3cccs3)nn2)CC1	i
O=C(CSc1nnc(CCn2ccc(=O)[nH]c2=O)o1)Nc1cc(Cl)ccc1Cl	i
O=C(CCCc1ccccc1)N1CCC2(CC1)NC(=O)N(CCOc1ccccc1)C2=O	i
COc1cccc(OC)c1C(=O)NCCS(=O)(=O)N1CCN(c2ccccn2)CC1	i
O=C(Nc1nc(CCC(=O)N2CCn3c2nc2ccccc23)cs1)c1ccc(F)cc1	i
COC(=O)c1ccc(S(=O)(=O)NC2CNC(=O)C2)cc1 (configuration not stated)	i
Cc1cccc(CS(=O)(=O)NCC2(O)CCc3ccccc32)c1 (configuration not stated)	i
Cn1nccc1-c1nnc(NC(=O)/C=C\c2ccc3c(c2)OCO3)o1	i
O=c1oc2c(CN3CCCC3)c(O)ccc2c2c1CCC2	i
COc1ccc(S(=O)(=O)c2cnc(SCC(=O)Nc3ccc(C)cc3Cl)[nH]c2=O)cc1	i
O=C(COc1ccccc1)NCCNC(=O)c1ccc(NC(=O)C2CC2)cc1	i
O=C(c1ccc(S(=O)(=O)NCc2ccco2)o1)N1CCc2ccccc21	i
Cc1cc(NC(=O)C(C)(C)C)n(-c2nc(-c3ccccc3)cs2)n1	i
COc1ccc(S(=O)(=O)N2CCC(C(=O)Nc3nnc(-c4ccccc4)o3)CC2)cc1	i

Four entries from above, as comma-separated lines:
molecule,GIRK2 activator
COCCNC(=O)Cn1nc2c(c1NC(=O)c1ccc(OC)cc1OC)CSC2,i
COc1cccc(OC)c1C(=O)NCCS(=O)(=O)N1CCN(c2ccccn2)CC1,i
Cn1nccc1-c1nnc(NC(=O)/C=C\c2ccc3c(c2)OCO3)o1,i
COC(=O)c1ccc(S(=O)(=O)NC2CNC(=O)C2)cc1 (configuration not stated),i

(next part)
SMILES	GIRK2 activator
O=C(c1cnn2ccccc12)N1CCN(S(=O)(=O)c2ccc(F)c(Cl)c2)CC1	i
CCNC(=O)c1nsc(C(=O)NCc2ccccc2C(F)(F)F)c1N	i
Cc1nn(-c2nc3c(c(=O)n(CC(=O)C(C)(C)C)c(=O)n3C)n2C(C)C)c(C)c1C	i
COc1ccc2c(=O)c(Oc3ccc(C(=O)N4CCN(c5ccccn5)CC4)cc3)c(C)oc2c1	i
CCOc1ccc(NC(=O)Cc2csc(Nc3ccccc3)n2)cc1	i
Cc1c(C(=O)Nc2nc3ccc(F)cc3s2)sc2nc(-c3ccccc3)cn12	i
COc1ccc(NC(=O)CSc2nc(=O)n(CCCO)c3c2CCC3)cc1	i
CCCNC(=O)CSc1nnc2c(=O)n(Cc3ccc(F)cc3)ccn12	i
CCc1ccc(Oc2cc(N3CCC(C(=O)NCc4cccc(Cl)c4)CC3)ncn2)cc1	i
Cc1ccc(N)cc1S(=O)(=O)N1CCOCC1	i
Cc1ccc(NC(=O)c2n[nH]nc2Nc2cccc(F)c2)cc1C	i
O=C(NC1CC1)C1CCN(c2nc3ccccc3[nH]c2=O)CC1	i
COc1ccc(S(=O)(=O)NCC(O)c2cccn2C)c(C)c1 (configuration not stated)	i
O=C(Cc1ccc([N+](=O)[O-])cc1)NNC(=O)c1cccn(Cc2ccc(F)cc2)c1=O	i
COc1cccc(OC)c1C(=O)N1CCN(c2ncnc3c2nnn3-c2ccc(C)cc2)CC1	i
COc1cc(C)c(C)cc1S(=O)(=O)NCCCn1nc(-c2ccc(F)cc2)ccc1=O	i
Cc1nnc(C2CCN(Cc3ccccc3C#N)CC2)s1	i
CN(C)C(CNC(=O)Cc1ccc(F)cc1)c1cn(C)c2ccccc12 (configuration not stated)	i
Cc1c(Cl)cccc1NC(=O)Cc1csc(NC(=O)c2ccc(=O)[nH]c2)n1	i
CCCOc1cn(-c2ccc(F)cc2)nc1C(=O)N1CCCC1	i
CC(=O)Nc1ccc(NC(=O)c2nnn(-c3cccc(Cl)c3)c2C)cc1	i
CS(=O)(=O)c1cccc(S(=O)(=O)NCc2cccnc2)c1	i
COc1ccc(CCS(=O)(=O)NCC2(O)CCOCC2)cc1	i
COc1cc(OC)cc(-c2noc(CSc3n[nH]c(=O)c4cc(-c5cccs5)nn34)n2)c1	i
COc1cc(CN2CCN(c3nccn3C)CC2)cc(OC)c1	i
Continued:
SMILES	GIRK2 activator
CCn1cc(-c2nnc(SCC(=O)c3ccccc3)n2C)ccc1=O	i
O=C(NCCCn1cccc1)c1cc(-c2ccccc2)n[nH]1	i
O=C(CSc1ccc(F)cc1)N1CC(c2nc(-c3cccc(C(F)(F)F)c3)no2)C1	i
CCC(C(=O)Nc1cc(-c2cn3nc(OC)ccc3n2)ccc1C)c1ccccc1 (configuration not stated)	i
OC(CNC1CCCC1)COCC12CC3CC(CC(C3)C1)C2 (configuration not stated)	i
CCOc1ccccc1S(=O)(=O)N1CCN(CCn2cccn2)CC1	i
COC(=O)c1ccc(Oc2cn[nH]c2-c2ccc(OC)cc2O)cc1	i
O=C(/C=C/c1ccc([N+](=O)[O-])cc1)NCc1n[nH]c(=O)c2ccccc12	i
Cc1cccc(OCC(=O)Nc2cc(C)nn2-c2nc3c(cnn3-c3cccc(C)c3)c(=O)[nH]2)c1	i
CCN1CCCC1CNc1nc(=S)[nH]c2ccccc12 (configuration not stated)	i
Cc1nc2c(ccc3nc(NC(=O)c4ccnn4C)sc32)s1	i
O=C(NCc1cccs1)Nc1ccc(N2CCCS2(=O)=O)cc1	i
Cc1nn(C2CCS(=O)(=O)C2)c2nc(-c3cccs3)cc(C(=O)NCCN3CCOCC3)c12 (configuration not stated)	i
O=C(c1ccc(Br)o1)N1CCN(c2ncnc3c2nnn3Cc2ccccc2)CC1	i
Cn1c(C(F)(F)F)nn(CCNC(=O)Cc2cccs2)c1=O	i
CCC(CC)C(=O)N1CCC2(CC1)NC(=O)NC2=O	i
Cc1cc(-c2nnc(NC(=O)c3ccc(S(=O)(=O)N4CCCC4)cc3)o2)n(C)n1	i
CCOc1ccccc1OCC(=O)Nc1c(C)cc(C)cc1C	i
CCn1nc(C(=O)Nc2ccc(-c3ccc(=O)[nH]n3)cc2)ccc1=O	i
COC(=O)N1CCC(CNC(=O)C(=O)Nc2ccccc2C#N)CC1	i
O=C(NCC1CCN(C(=O)COc2ccccc2)CC1)C(=O)Nc1ccon1	i
O=C(NCC1CCN(c2ccccn2)CC1)C(=O)Nc1ccccc1Cl	i
O=C(Nc1nc(CC(=O)N2CCc3ccccc32)cs1)NC1CCCC1	i
O=C(Nc1c2c(nn1-c1nc3ccccc3s1)CCC2)c1c(F)cccc1F	i
COc1ccc([N+](=O)[O-])cc1NC(=O)c1ccno1	i

2 records drawn at random from those above:
SMILES	GIRK2 activator
CCNC(=O)c1nsc(C(=O)NCc2ccccc2C(F)(F)F)c1N	i
CNC(=O)CSc1nc(-c2ccccc2)c(NC(=O)c2c(OC)cccc2OC)s1	i

Continuation:
SMILES	GIRK2 activator
O=C(Cn1cnc(-c2nc(-c3cccs3)cs2)c1)N1CCN(c2ccccc2)CC1	i
COc1ccc(N2C(=O)CN(CCc3ccccc3OC)C3CS(=O)(=O)CC32)cc1 (configuration not stated)	i
CS(=O)(=O)c1ccc(C(=O)Nc2nnc(Cc3cccs3)o2)cc1	i
Cc1ccnc(Nc2ccc(NCCNC(=O)Cc3ccccc3)nn2)c1	i
Cc1cccc(Cn2nc3ccc(S(=O)(=O)N4CCCC4)cn3c2=O)c1	i
Cc1ccnc(Nc2ccc(NCCNC(=O)Nc3cccc(Cl)c3C)nn2)c1	i
COCCNC(=O)C(=O)NCC1CCN(C)CC1	i
O=C(COc1ccc(Cl)cc1Cl)NCc1ccsc1	i
Cc1ccc(CN2C(=O)NC3(CCN(S(=O)(=O)c4ccc(Cl)cc4)CC3)C2=O)cc1	i
CC(C)c1ccc(OCC(=O)NCCS(=O)(=O)N2CCN(c3ccccn3)CC2)cc1	i
O=C(COc1ncccn1)N1CCOCC1	i

Bioassay records deposited in PubChem BioAssay by Vanderbilt University.
